Screening data as filed in PubChem BioAssay.
NPYLR7 agonist: mosquito NPYLR7 agonism; HEK293T NPYLR7/Galpha15, GCaMP6s calcium fluorescence; activation, % at 10 µM; actives 0.15% (n = 270,000); in the data active = activation above about 40%;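 note: 0% = vehicle and 100% = reference agonist at the receptor; some compounds past the cut are filed as inactive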
hcGAS lum: human cGAS inhibition; actives 0.081% (n = 290,000); inhibition, % at 12.5 µM; recombinant h-cGAS, ATP depletion, Kinase-Glo luminescence; Q8N884;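 note: 0% = vehicle reaction and 100% = reaction without DNA for no activity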
Target sequence (Q8N884 whole entry, looked up): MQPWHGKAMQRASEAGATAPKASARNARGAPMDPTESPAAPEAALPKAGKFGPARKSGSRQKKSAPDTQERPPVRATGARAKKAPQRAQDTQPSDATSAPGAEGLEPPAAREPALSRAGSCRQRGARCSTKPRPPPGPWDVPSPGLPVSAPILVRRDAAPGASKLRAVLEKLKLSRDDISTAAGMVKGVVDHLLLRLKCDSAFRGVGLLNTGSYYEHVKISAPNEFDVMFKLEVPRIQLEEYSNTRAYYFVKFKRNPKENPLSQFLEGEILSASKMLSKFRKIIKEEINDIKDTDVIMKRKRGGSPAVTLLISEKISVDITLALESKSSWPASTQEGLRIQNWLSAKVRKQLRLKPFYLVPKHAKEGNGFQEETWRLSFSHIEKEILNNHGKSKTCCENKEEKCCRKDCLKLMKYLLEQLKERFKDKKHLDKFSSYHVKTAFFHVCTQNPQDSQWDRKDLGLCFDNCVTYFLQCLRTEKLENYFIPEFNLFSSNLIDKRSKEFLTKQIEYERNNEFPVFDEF
mcGAS inh: inhibitors of mouse cGAS | recombinant cGAS, Kinase-Glo ATP depletion luminescence | inhibition, % at 12.5 µM | actives 0.15% (n = 160,000) | Q8C6L5 | AID 1259399;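 note: 0% = negative control wells and 100% = reference inhibitor with no enzyme activity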
The depositor's hits bear a star; . = not tested or not shown; & = joins results of further samples. Cut-off read from the data, not from the text of the source, unless noted: active = inhibition above about 40%; inactive = the rest. These rows are one share of the data; rates above refer to the full screens.

Molecule	NPYLR7 agonist	hcGAS lum	mcGAS inh
Cc1cc(Cl)ccc1C(=O)C1CCCN(Cc2nc3ccccc3[nH]2)C1 (stereo not drawn)	7	-3	-7
O=S(=O)(N1CCOCC1)N1C[C@@H](c2ccccc2)[C@@H]2[C@H]1C1CCN2CC1	8	-4	.
CNc1ccc2oc(C[C@H]3O[C@@]4(CC[C@H]3C)O[C@H]([C@H](C)C(=O)c3ccc[nH]3)[C@H](C)C[C@H]4C)nc2c1C(=O)O	2	2	-1
Cc1nnc2ccc(-c3cccc(C(F)(F)F)c3)nn12	-11	-3	.
Cc1nc(CSC(c2ccccc2)c2ccc(Cl)cc2)no1 (stereo not drawn)	1	-7	.
COc1ccc2c(c1)c(C(=O)NCc1cnc(C)cn1)nn2Cc1ccc(C(=O)N2CCOCC2)cc1	18	-8	-7
O[C@H]1CCN2CC3CC(CN4CCCC[C@H]34)[C@@H]2C1 (stereo partly drawn)	3	-5	-2
N#CC(c1c[nH]c2ccccc12)N1CCOCC1 (stereo not drawn)	5	4	.
O=C(CCc1cn2ccccc2n1)N1[C@H]2CCNC[C@@H]1CC2	5	-3	-15
Cc1ccccc1Cn1cc(C(=O)NCCC2=CC[C@H]3C[C@@H]2C3(C)C)nn1	1	0	-2
COc1cc(C=C2C(=O)NC(=O)NC2=O)cc(OC)c1O	-10	-2	-5
O=C(CN(C(=O)c1ccc(Cl)cc1)C1CC1)Nc1nc(CC(=O)N2CCN(C/C=C/c3ccccc3)CC2)cs1	-6	-5	-5
CCC(=O)CCCCC[C@@H]1NC(=O)[C@H]2CCCCN2C(=O)[C@H]([C@@H](C)CC)NC(=O)[C@H](Cc2cn(OC)c3ccccc23)NC1=O	-9	-4	-7
CCn1c(-n2cc(C3=CCN(Cc4ncccn4)CC3)cn2)nc2ccccc21	.	-3	-8
N#CC1C(=N)Oc2c(c(=O)oc3ccccc23)C1c1ccccc1F (stereo not drawn)	2	-3	-6
Cc1nn(CCC#N)cc1C=C(C#N)C#N	9	-2	1
c1cc(Cc2cnc[nH]2)ccn1	-13	-2	.
O=C(c1ccc(F)cc1C(F)(F)F)N1CCN(CCOC(c2ccccc2)c2ccccc2)CC1	5	-13	-8
Cc1ccc(-n2c(C(C)N3CCNC(C)C3)nc3ccccc3c2=O)cc1 (stereo not drawn)	3	-5	.
Clc1c(C2NCCc3[nH]cnc32)sc2ccccc12 (stereo not drawn)	2	-5	-11
COc1ccc(OC)c(NP(=O)(Oc2ccccc2)Oc2ccccc2)c1	-3	-6	.
CN(c1ccccc1)S(=O)(=O)c1ccc(Cn2nc(C(=O)Nc3nc4ccccc4s3)c3ccccc32)cc1	-4	-2	-1
CC(c1ccccc1)N1CCN(c2ccc([N+](=O)[O-])cc2)CC1 (stereo not drawn)	11	-7	-5
CCOc1ccccc1NC(=O)N1CCN(CCOC(c2ccccc2)c2ccccc2)CC1	4	-8	-7
N#Cc1c(Cl)c(Cl)c(Cl)c(C#N)c1Cl	.	0	3
CN1CCN(Cc2cc(C(C)(C)C)c(O)c(C(C)(C)C)c2)CC1	.	2	-3
c1ccc(CC(c2ccccc2)N2CCCCC2)cc1 (stereo not drawn)	2	-5	.
CCCCCc1ccc(C(=O)Nc2ccc3[nH]cc(CCN4CCOCC4)c3c2)cc1	-4	-4	-6
CCn1ncnc1CN1CCC2(CCCNC2)C1 (stereo not drawn)	6	1	.
Cc1ccc(Cn2cccc(C(=O)Nc3ncc([N+](=O)[O-])s3)c2=O)cc1	10	-7	.
Cc1nc(C2(NCC(=O)NCCc3ccc(F)cc3)CCCCC2)no1	-5	-9	.
Nc1ccc(C(=O)N2CCCC3(CCNC3)C2)cn1 (stereo not drawn)	5	-8	-12
CCCC1CCC(NC(C)C)CC1 (stereo not drawn)	8	-4	.
Cc1ccc(-n2c(C)cc(C=C3C(=O)NC(=S)NC3=O)c2C)cc1	-1	-5	-4
FC(F)(F)c1cccc(C(OCCN2CCN(Cc3nccs3)CC2)c2ccccc2)c1 (stereo not drawn)	18	-3	-7
CCOC(=O)c1coc(N2C[C@@H](c3ccccc3OC)[C@@H]3[C@H]2C2CCN3CC2)n1	-5	-1	-3
CCOC(=O)[C@H]1CN(S(=O)(=O)c2ccccc2)[C@]2(C)C(=O)N(CC3CC3)c3ccccc3[C@H]12	2	-7	-7
N#Cc1ccccc1-c1ccc(COc2coc(CN3CCN(C(=O)COc4ccccc4)CC3)cc2=O)cc1	1	-3	-6
Cc1cc(C)cc(NC2=NCCCS2)c1	6	-5	.
CCOc1cc2c(cc1Cn1cc(C(N)=O)cn1)OC(C)C2 (stereo not drawn)	-18	1	.
Nc1cncc(-c2cccc3c2CCNC3)c1	3	-4	-16
CC[C@H]1CN2CCC1C[C@@H]2[C@@H](O)c1ccnc2ccc(OC)cc12 (stereo partly drawn)	2	-5	.
CC(C)(C)n1ncc(C(=O)O)c1-c1ccccc1	-3	-2	.
CC(C)N(C(C)C)C(C(=O)NC1CN2CCC1CC2)c1ccccc1 (stereo not drawn)	2	2	-2
CCCN[C@@H]1CCc2c(OC)cccc2[C@@H]1C	18	-6	.
O=C(O)CN1C(=O)CSC(c2ccccc2F)c2c(-c3ccccc3)nn(-c3ccccc3Cl)c21 (stereo not drawn)	-4	-1	-5
Cc1ncsc1CN1CC(CO)C2(CCNCC2)C1 (stereo not drawn)	.	-13	-4
CC(C)(C)c1nc(CCN)no1	.	5	-1
O=c1[nH]c(=S)[nH]c(O)c1N=Nc1ccc(SC(F)F)cc1	4	-5	.
CC(C)C[C@@H](N)C(=O)N1CCCN2CCC[C@H]2C1	.	-11	-7

Carrying on.
Molecule	NPYLR7 agonist	hcGAS lum	mcGAS inh
Cc1cccc(OCC(=O)N2CCN(Cc3ccc(-c4noc(-c5cccs5)n4)cc3)CC2)c1	4	-4	-5
CC(=O)OC1CC2CC(OC(=O)COc3ccc(C)c(C)c3)CC1N2C (stereo not drawn)	2	0	.
Cc1cccc(C2SCC(=O)N(CC(=O)NC3CC3)c3c2c(C(C)(C)C)nn3-c2cccc(F)c2)c1 (stereo not drawn)	.	-5	-9
C/C=C1/CN2C3CC1C(CO)(C(=O)OC)C2Cc1c3n(C)c2ccccc12 (stereo not drawn)	-9	-1	-3
NC(=O)c1ccc(OCC(O)CN2CC=C(c3ccc(F)cc3)CC2)cc1 (stereo not drawn)	-1	10	-1
CN1CCc2cc3c(cc2C1O)OCO3 (stereo not drawn)	-1&-9	-3&-2	-4
C=CCOC(=O)N1CCN2CCN(C)CC2C1 (stereo not drawn)	7	-4	-16
O=c1[nH]cnc2nc(N3CCNCC3)[nH]c12	12	-1	.
CSc1ncc(C(=O)N[C@H]2C[C@H]3CN(C)CCN3C2)c(=O)[nH]1	5	-4	.
CC(Cc1ccccc1S(=O)c1ccccc1)N(C)C (stereo not drawn)	1	-5	.
COCCOC(=O)C1C(=N)OC(C)=C(C(C)=O)C12C(=O)Nc1ccc(Br)cc12 (stereo not drawn)	0	0	2
CN(C)CCN(C(=O)Cc1ccc(F)cc1)c1nc2c(S(C)(=O)=O)cccc2s1	-13	-2	-6
CC(=O)Nc1ccc(CN2CCCC(C(=O)c3cccc(Cl)c3)C2)cc1 (stereo not drawn)	21	-10	.
CC(C)Oc1cccc(C(=O)C2CCCN(Cc3cccnc3)C2)c1 (stereo not drawn)	11	-6	-7
N#Cc1ccc(N2Cc3ccccc3C2=N)cc1	1	1	-1
CC(C)N(C(=O)CN1CC=C(c2c[nH]c3ccccc23)CC1)C(C)C	-18	-3	.
CCCC(CCC)NC1CCN(CC(C)C)CC1	1	-3	.
O=C(CN1CCCCC1c1cccnc1)c1ccccc1 (stereo not drawn)	1	-4	-1
CC(=O)NC1CCSC1=O (stereo not drawn)	-2	-3	-2
O=S(=O)(c1cccc(Br)c1)N1CCN(CCOC(c2ccccc2)c2ccc(F)c(F)c2)CC1 (stereo not drawn)	-3	-3	-5

Arranged by number of heavy atoms (high to low): part of the list above
Molecule	NPYLR7 agonist	hcGAS lum	mcGAS inh
Cc1cccc(C2SCC(=O)N(CC(=O)NC3CC3)c3c2c(C(C)(C)C)nn3-c2cccc(F)c2)c1 (stereo not drawn)	.	-5	-9
O=S(=O)(c1cccc(Br)c1)N1CCN(CCOC(c2ccccc2)c2ccc(F)c(F)c2)CC1 (stereo not drawn)	-3	-3	-5
CN(C)CCN(C(=O)Cc1ccc(F)cc1)c1nc2c(S(C)(=O)=O)cccc2s1	-13	-2	-6
COCCOC(=O)C1C(=N)OC(C)=C(C(C)=O)C12C(=O)Nc1ccc(Br)cc12 (stereo not drawn)	0	0	2
C/C=C1/CN2C3CC1C(CO)(C(=O)OC)C2Cc1c3n(C)c2ccccc12 (stereo not drawn)	-9	-1	-3
CC(=O)OC1CC2CC(OC(=O)COc3ccc(C)c(C)c3)CC1N2C (stereo not drawn)	2	0	.
CC(C)Oc1cccc(C(=O)C2CCCN(Cc3cccnc3)C2)c1 (stereo not drawn)	11	-6	-7
CSc1ncc(C(=O)N[C@H]2C[C@H]3CN(C)CCN3C2)c(=O)[nH]1	5	-4	.
O=c1[nH]c(=S)[nH]c(O)c1N=Nc1ccc(SC(F)F)cc1	4	-5	.
CC(Cc1ccccc1S(=O)c1ccccc1)N(C)C (stereo not drawn)	1	-5	.
CCCC(CCC)NC1CCN(CC(C)C)CC1	1	-3	.
C=CCOC(=O)N1CCN2CCN(C)CC2C1 (stereo not drawn)	7	-4	-16
O=c1[nH]cnc2nc(N3CCNCC3)[nH]c12	12	-1	.
CN1CCc2cc3c(cc2C1O)OCO3 (stereo not drawn)	-1&-9	-3&-2	-4
CC(=O)NC1CCSC1=O (stereo not drawn)	-2	-3	-2

The results go on.
Molecule	NPYLR7 agonist	hcGAS lum	mcGAS inh
COc1ccc(C=C2CC3C4CC=C5CC(O)CCC5(C)C4CCC3(C)C2O)cc1 (stereo not drawn)	14	-5	.
CN1[C@H]2CC[C@@H]1CN(c1cc(Sc3cccs3)nc(N)n1)CC2	-3	-4	.
c1ccc2cc(CC3=NCCN3)ccc2c1	5	-8	-3
Cc1cc(Cl)ccc1C(=O)C1CCCN(CCCn2cccn2)C1 (stereo not drawn)	8	-1	-14
FC(F)(F)CCc1ccnc(N2CCOC3(CNCCOC3)C2)n1 (stereo not drawn)	0	-7	-15
CCCCSP(=O)(SCCCC)SCCCC	-6	-9	.
CCc1cn[nH]c1C1CCNCC1	4	-3	-18
COc1c2c(c(CC=C(C)C)c3oc(=O)c(-c4ccc(O)cc4)c(O)c13)OC(C)(C)C=C2	-4	-5	.
Cc1cccc(OCC(=O)Nc2ccc(C#N)c(Cl)c2)c1	1	-10	.
CCCCN(C)C(=O)c1nn(Cc2ccc(S(=O)(=O)N(C)c3ccccc3)cc2)c2ccccc12	11	-6	-5
CC1CCCC(C)N1CC#CCO (stereo not drawn)	-16	-2	.
CN(C)C1Cc2ccccc2N(C(=O)COc2ccc(N3CCCC3=O)cc2)C1 (stereo not drawn)	2	-17	-17
c1nnc(C2CC2)n1C1CCNCC1	.	-14	-7
COc1cc(CC(C)NCc2ccc3[nH]c(C)c(C)c3c2)ccc1O (stereo not drawn)	4	1	.
O=P(Nc1ccc2c(c1)OCCO2)(Oc1ccccc1)Oc1ccccc1	6	-15	.
CN1C(=O)C2(CCN(Cc3cc4n(n3)CCCNC4)CC2)c2ccccc21	15	-2	.
O=C(c1n[nH]c(=O)[nH]1)N1C2CCC1c1ccccc12	7	-2	-6
c1cnc(N2CCC3(CCCN(CC4CC4)C3)C2)nc1 (stereo not drawn)	12	-14	.
N#Cc1cccc(C(=O)NS(=O)(=O)c2ccc(C#N)c(Cl)c2)c1	7	-6	.
CCC(C(=O)NC(C)(C)C)N1CC=C(c2cnn(C)c2)CC1 (stereo not drawn)	3	-1	.

Rewritten with values under each structure: 2 of the compounds above
The line under a structure holds: NPYLR7 agonist, hcGAS lum, mcGAS inh
- CCC(C(=O)NC(C)(C)C)N1CC=C(c2cnn(C)c2)CC1 (stereo not drawn)
    3, -1, .
- CC1CCCC(C)N1CC#CCO (stereo not drawn)
    -16, -2, .

Carrying on.
Molecule	NPYLR7 agonist	hcGAS lum	mcGAS inh
O=C(Cc1ccccc1)N1CCCC(N2CCN(CCOc3ccccc3)CC2)C1 (stereo not drawn)	13	-5	-5
Cc1cccc(-n2nc(C(C)(C)C)c3c2N(CC(=O)NCc2ccco2)C(=O)CSC3c2cccc(Cl)c2)c1C (stereo not drawn)	17	-3	-6
COc1cc(C)c(CN2CCNCC2)cc1OC	2	-12	.
CCCN1CCCN(C(=O)Cc2c[nH]c3ccccc23)CC1	6	-6	-9
CC(C)c1nccc(CN2CC[C@@]3(O)CCCC[C@H]3C2)n1	6	-8	.
CCOc1ccc(NC(=O)c2cc(C)n(C(C)C)c2C)cc1	-5	12	.
N=c1ccc(Br)cn1Cc1cccc2cccnc12	1	-8	.
NC(Cc1ccc(F)cc1)c1csc(Nc2cnccn2)n1 (stereo not drawn)	13	-1	.
CC(C)(C)OCC(O)CNC1CCCCC1 (stereo not drawn)	-3	-6	-7
O=C1NC(=O)C(=Cc2cn(-c3ccccc3)nc2-c2ccccc2)C(=O)N1	16	1	-2
CNC(=O)Oc1cccc2c1OC(C)(C)O2	-5	-6	.
